Source: PubChem
STEP inh: blocks human striatal-enriched tyrosine phosphatase. recombinant STEP, OMFP fluorogenic substrate, fluorescence. P54829. actives 0.25% (n = 360,000). inhibition, % at 20 µM;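 active means inhibition at 20 µM, scaled per plate between control wells, above about 37%, limit read from the data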;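 further: 0% = DMSO with enzyme and substrate and 100% = substrate only without enzyme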
Target sequence (P54829 whole entry, looked up): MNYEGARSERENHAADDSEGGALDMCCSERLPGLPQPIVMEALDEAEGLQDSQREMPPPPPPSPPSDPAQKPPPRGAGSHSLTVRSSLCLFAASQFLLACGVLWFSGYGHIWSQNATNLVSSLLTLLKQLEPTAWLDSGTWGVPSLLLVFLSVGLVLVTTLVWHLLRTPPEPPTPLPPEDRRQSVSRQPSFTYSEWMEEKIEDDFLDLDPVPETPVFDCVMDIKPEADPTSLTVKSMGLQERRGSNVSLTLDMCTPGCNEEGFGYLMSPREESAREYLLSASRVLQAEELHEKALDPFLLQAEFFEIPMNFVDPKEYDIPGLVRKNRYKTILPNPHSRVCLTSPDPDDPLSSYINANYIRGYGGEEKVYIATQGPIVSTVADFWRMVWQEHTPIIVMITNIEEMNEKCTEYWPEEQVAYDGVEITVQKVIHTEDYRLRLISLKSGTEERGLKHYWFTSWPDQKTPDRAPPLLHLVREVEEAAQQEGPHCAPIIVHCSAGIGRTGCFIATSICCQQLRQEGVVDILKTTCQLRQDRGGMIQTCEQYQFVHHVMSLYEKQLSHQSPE
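material = STEP tyrosine phosphatase | reagent = fluorogenic phosphatase substrate OMFP at 25 µM final | doses = single compound dose of 20 µM, 1% DMSO final | schedule = 20 min reaction, room temperature, in the dark | measured by = fluorescence, 480/540 nm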
CSN inh: inhibitors of human CSN-mediated cullin deneddylation; inhibition, % at 12.5 µM; Q92905; Purified CSN, SCF-Nedd8-OG deneddylation, fluorescence polarization; actives 0.38% (n = 360,000);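 active means pattern-corrected inhibition above about 35%, with an unprinted fluorescence ratio check between 0.5 and 1.5, limit read from the data, passing the limit was not always enough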;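 further: 0% = enzyme with substrate and 100% = substrate without enzyme; some results filed as inactive read as strong as hits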
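assay system = purified human Csn5 enzyme expressed in HEK293T cells | amount = 0.24 nM enzyme | buffer or medium = Tris/NaCl/DTT buffer, pH 7.5 | reagent = 10 nM SCFSkp2-Nedd8OG | compound = one concentration, 12.5 µM, 0.25% DMSO | times = 90 min reaction at room temperature | signal = FP | read-out basis = % inhibition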
SUMO1-SIM PPI: SUMO1-SIM interaction modulation; P63165; SUMO1 binding to a labelled peptide, TR-FRET, 1 h; inhibition, % at 20 µM; actives 0.33% (n = 360,000); in the data active means inhibition above about 37%
LMPTP block: blocks human LMPTP phosphatase; recombinant LMPTP-A, OMFP fluorogenic substrate, fluorescence intensity; inhibition, % at 20 µM; actives 0.22% (n = 360,000); AID 651560;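 active means compounds that cut the enzyme signal by at least half of the control window in the single-dose screen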;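 further: plate controls were DMSO wells with enzyme plus substrate for no effect and substrate without enzyme for full effect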
Target sequence (P24666 whole entry, looked up): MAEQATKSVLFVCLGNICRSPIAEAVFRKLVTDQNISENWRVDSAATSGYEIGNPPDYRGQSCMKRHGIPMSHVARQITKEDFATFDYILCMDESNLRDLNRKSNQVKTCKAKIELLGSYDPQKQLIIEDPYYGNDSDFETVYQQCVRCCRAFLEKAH
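Assay system: LMPTP-A enzyme. Input: 0.625 nM LMPTP-A final. Probe or stimulus: 400 µM OMFP. Compound dosing: single 20 µM dose. Schedule: 50 min dark incubation at room temperature. Detection: fluorescence intensity of OMFP turnover product. Read-out: percent inhibition versus substrate-only and uninhibited controls. Benchmarks: no-enzyme low control, uninhibited high control.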
NadD inh: blocks S. aureus nicotinate mononucleotide adenylyltransferase | purified NadD enzyme, colorimetric absorbance read-out | inhibition, % at 20 µM | actives 0.78% (n = 360,000); in the data active means inhibition above about 26%; further: some compounds past the cut are filed as inactive
Rpn11 block: Rpn11 (human) deubiquitinase inhibition; O00487; human 26S proteasome, Ub4-pepOG fluorescence polarization; 20S core pre-blocked with epoxomicin; calls only at 20 µM; actives 0.59% (n = 360,000);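 active means inhibition at 20 µM, scaled to each plate's controls, above about 33%, limit read from the data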
MsrA inhibitor: bovine MsrA inhibition; purified bovine MsrA, absorbance read-out; inhibition, % at 15.5 µM; actives 0.75% (n = 360,000); AID 651718; in the data active means inhibition above about 4.5%;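 further: 0% = vehicle wells with enzyme and 100% = reference inhibitor wells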
TbMetRS inhib: Trypanosoma brucei MetRS inhibition | purified T. brucei MetRS, ATP depletion, Kinase-Glo luminescence | inhibition, % at 11.9 µM | actives 0.4% (n = 360,000) | AID 624268;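 active means inhibition above a per-plate cutoff of the control wells' mean inhibition plus 3 SD, cut at about 5.5% in these data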;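 further: 0% = DMSO wells median and 100% = median of wells with control inhibitor compound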
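Assay system: T. brucei methionyl-tRNA synthetase, purified | Medium: HEPES buffer with MgCl2, KCl, DTT, spermine, BSA, pyrophosphatase | Compound: 11.9 µM single point | Incubation: 15 min enzyme-compound preincubation, 2 h reaction, 10 min detection, 25 °C | Measured by: Kinase-Glo luciferase luminescence reporting remaining unconsumed ATP | Measure: % inhibition normalized to control-well medians | Replication: Singlicate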
DNMT1 inh: inhibitors of human DNMT1. actives 0.83% (n = 360,000). P26358. inhibition (reported as % activation of signal), % at 10 µM. DNMT1 molecular beacon, Hinp1I cleavage, fluorescence; in the data active means inhibition above about 50%
Scp-1 inhibitor: blocks human Scp-1 phosphatase activity | Recombinant Scp1, phosphopeptide, malachite green phosphate absorbance | inhibition, % at 20 µM | actives 0.88% (n = 340,000) | AID 493091;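 active means inhibition above about 50% at 20 µM, limit read from the data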;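 further: plate controls were DMSO wells with enzyme for no effect and wells lacking enzyme for full effect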
Target sequence (Q9GZU7 76-261 limits assumed): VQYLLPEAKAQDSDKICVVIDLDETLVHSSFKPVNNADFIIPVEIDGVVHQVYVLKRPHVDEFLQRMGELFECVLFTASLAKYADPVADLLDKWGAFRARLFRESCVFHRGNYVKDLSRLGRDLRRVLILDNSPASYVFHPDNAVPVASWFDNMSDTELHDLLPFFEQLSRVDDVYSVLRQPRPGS
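Assay system: SCP-1 catalytic fragment, aa 76-261 | Buffer or medium: Tris acetate buffer pH 5.5 with MgCl2 and Tween-20 | Compound: One concentration, 20 µM, with 1.0% DMSO | Also added: Phospho 17-mer peptide substrate | Signal: Absorbance at 630 nm | Incubation: 45 min enzyme reaction at room temperature | Measure: % inhibition of SCP-1 phosphate liberation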
The depositor's hits bear a star; i = inactive; · = not tested or not shown; + = active, no number.

SMILES	STEP inh	CSN inh	SUMO1-SIM PPI	LMPTP block	NadD inh	Rpn11 block	MsrA inhibitor	TbMetRS inhib	DNMT1 inh	Scp-1 inhibitor
COc1ccc(S(=O)(=O)N2CCN(C(=O)C3COc4ccccc4O3)CC2)cc1 (configuration not stated)	35	45*	19	56*	1	+	0.9	-0.1	95*	64*
NC(=O)CN(c1ccc(Oc2ccccc2)cc1)S(=O)(=O)c1ccccc1	-2	0	6	1.6	-4	i	-0.6	0.2	-1	-5
COc1cccc(C(=O)C2=NN(C(C)=O)CC2c2ccco2)c1 (configuration not stated)	1	-5	-18	-0.8	-3	i	2.9	-1.4	4	-1
COc1cc(NC(=O)CNC(=O)Cn2cnc3sc(C)c(C)c3c2=O)cc(OC)c1OC	-2	0	2	-0.8	-2	i	-0.1	-0.3	-1	·
CCOC(=O)CNC(=O)C12CC3CC(CC(C3)C1)C2	-4	0	2	-2.8	-8	i	0.6	-0.6	2	-6
O=C(CCCc1c[nH]c2ccccc12)N1CCCCCC1	10	-1	1	1.0	-3	i	1.0	0.2	7	0
CN(CC(=O)Nc1ccc(F)c(F)c1F)C(=O)C1CCCN1C(=O)c1cccs1 (configuration not stated)	0	-3	-5	0.9	0	i	-0.5	0.4	7	·
Cn1c(=O)c2c(ncn2CC(=O)Nc2nc(-c3ccccc3Cl)cs2)n(C)c1=O	0	-3	8	0.1	5	i	0.7	0.0	0	-2
CC(C)c1ccccc1OCC(O)CN1CCN(S(=O)(=O)c2ccc([N+](=O)[O-])cc2)CC1 (configuration not stated)	0	-6	-34	-0.8	-5	i	-0.9	-0.6	1	1
CS(=O)(=O)N1CCN(c2ccccc2NC(=O)Cc2ccc(Cl)cc2)CC1	-3	3	-2	2.0	3	i	0.1	-0.8	0	6
COc1ccc(CSc2nnnn2Cc2ccccc2)cc1OC	4	0	0	-0.4	3	i	-0.5	-0.9	-1	-7
CSc1nc(O)c(Nc2cccc(Cl)c2)c(=O)[nH]1	-5	1	4	1.7	-4	i	1.3	-1.3	-3	1

The final 3 records of the part above lead into the next.
SMILES	STEP inh	CSN inh	SUMO1-SIM PPI	LMPTP block	NadD inh	Rpn11 block	MsrA inhibitor	TbMetRS inhib	DNMT1 inh	Scp-1 inhibitor
CS(=O)(=O)N1CCN(c2ccccc2NC(=O)Cc2ccc(Cl)cc2)CC1	-3	3	-2	2.0	3	i	0.1	-0.8	0	6
COc1ccc(CSc2nnnn2Cc2ccccc2)cc1OC	4	0	0	-0.4	3	i	-0.5	-0.9	-1	-7
CSc1nc(O)c(Nc2cccc(Cl)c2)c(=O)[nH]1	-5	1	4	1.7	-4	i	1.3	-1.3	-3	1
CC1(C)Cc2c(sc(NC(=O)COc3ccc(Cl)cc3Cl)c2C(N)=O)C(C)(C)N1	2	7	-8	1.8	-1	i	-1.1	-0.2	18	-2
Cn1c(SCC2CCCCC2)nnc1-c1ccncc1	-1	-3	0	-1.4	2	i	-0.6	-0.2	-3	-5
O=C(Oc1cccnc1)c1cc2ccccc2oc1=O	-1	5	-18	-0.9	-3	i	1.9	-0.9	2	-4
Nc1cc2nsnc2cc1Br	35	39*	80*	22	3	i	1.2	12*	111*	6
CCOc1ccc(-n2c(SCc3ccc([N+](=O)[O-])cc3)nnc2-c2ccc(OC)cc2)cc1	3	-12	-8	11	2	i	1.3	-0.2	-4	5
CCNc1c(NC(=O)COc2ccc(Cl)cc2)c(=O)oc2ccccc12	-1	4	2	-0.3	0	i	1.0	-0.5	-1	-9
O=C(C1=NN[C@@H]2C(=O)N(Cc3ccccc3)C(=O)[C@H]12)c1ccc([N+](=O)[O-])cc1	0	-1	-29	0.5	1	i	3.7	-0.2	-2	-17
O=C(CSc1nc(O)cc(=O)n1-c1ccccc1)NCc1ccccc1	0	-2	0	-0.6	-3	i	-0.7	-0.7	5	-1
Cc1ccc(N2C(=O)c3ccccc3C2=O)nc1	0	4	-16	-0.6	2	i	0.5	-0.2	1	-10
CC1(C)Cc2nc3sc4c(NCCO)ncnc4c3cc2CS1	-1	9	8	0.0	-1	i	2.4	-0.8	-2	-14
COc1ccc(C2=NOC(C(=O)Nc3ccc4c(c3)OCCO4)C2)c(OC)c1 (configuration not stated)	0	-2	5	1.0	-6	i	0.7	-0.5	-2	-5
O=C1/C(=C\c2ccco2)SC(=S)N1c1ccccc1	0	18	-6	0.5	4	i	-0.1	-0.3	0	-7

Part of the list above, limited to MsrA inhibitor and Rpn11 block.
compound	MsrA inhibitor	Rpn11 block
Cn1c(SCC2CCCCC2)nnc1-c1ccncc1	-0.6	i
O=C(Oc1cccnc1)c1cc2ccccc2oc1=O	1.9	i

Next compounds.
SMILES	STEP inh	CSN inh	SUMO1-SIM PPI	LMPTP block	NadD inh	Rpn11 block	MsrA inhibitor	TbMetRS inhib	DNMT1 inh	Scp-1 inhibitor
CN(C)S(=O)(=O)Nc1cc(Cl)cc(Cl)c1	-4	4	5	1.3	-1	i	0.8	0.8	-2	-10
CCN(CC)S(=O)(=O)c1ccc(N2CCCC2)c(NC(=O)c2ccc(OC)cc2OC)c1	0	3	1	0.8	0	i	-0.3	-0.3	-6	-9
CC(C)c1nc2ccccn2c1NC1CCCCC1	1	0	0	-0.1	-5	i	0.4	-0.7	-3	-1
O=C(CN1C(=O)c2ccccc2C1=O)NCCc1c[nH]c2ccc(Cl)cc12	0	4	-1	0.4	-3	i	-0.1	-0.2	-2	-5
O=C(NC1CCN(C(=O)NC2CCCCC2)CC1)c1cccc(F)c1	-3	2	1	-0.7	-6	i	0.2	0.1	2	-3
CC(=O)Nc1ccc(SCC(=O)NC(=O)c2ccc(Cl)cc2)cc1	2	-1	-1	-1.6	1	i	0.9	-0.5	70*	·
Cc1ccc(-n2nc3c(=O)n(CC(=O)NCc4ccccn4)nc(C)c3c2C)cc1	-2	-3	2	-1.0	-1	i	0.4	-0.1	0	-7
C[C@H](CO)N1C[C@H](C)[C@@H](CN(C)Cc2ccccc2)Oc2c(NC(=O)C3CC3)cccc2C1=O	0	0	0	-0.6	0	i	-0.5	-0.4	1	5
O=C(c1cn(CC(=O)N2CCCCC2)c2ccccc12)C1CC1	-2	1	0	-0.3	1	i	3.0	-0.2	-1	-7
Cc1ccc(N(C(C)C(=O)N2CCCCC2)S(C)(=O)=O)cc1C (configuration not stated)	3	-4	-3	-1.7	6	i	2.4	-0.2	0	-2
COc1ccc(/C=N/Nc2nc(-c3cccc(S(=O)(=O)N4CCCC4)c3)cs2)c(OC)c1	4	-3	3	2.1	37*	i	1.9	0.1	-21	-1
CSCCC(NS(=O)(=O)c1cccc(C(F)(F)F)c1)C(=O)N(C)Cc1ccc2c(c1)OCCO2 (configuration not stated)	0	-3	3	2.2	-7	i	-0.7	-0.2	1	-7
CN(CC(=O)Nc1ccccc1Br)C(=O)c1ccccc1OCc1ccc(Cl)cc1	-4	-4	-14	-7.6	-8	i	0.0	-0.2	-5	-10

Reformatted comma-delimited: 6 of the compounds above
SMILES,STEP inh,CSN inh,SUMO1-SIM PPI,LMPTP block,NadD inh,Rpn11 block,MsrA inhibitor,TbMetRS inhib,DNMT1 inh,Scp-1 inhibitor
CCN(CC)S(=O)(=O)c1ccc(N2CCCC2)c(NC(=O)c2ccc(OC)cc2OC)c1,0,3,1,0.8,0,i,-0.3,-0.3,-6,-9
CC(C)c1nc2ccccn2c1NC1CCCCC1,1,0,0,-0.1,-5,i,0.4,-0.7,-3,-1
O=C(CN1C(=O)c2ccccc2C1=O)NCCc1c[nH]c2ccc(Cl)cc12,0,4,-1,0.4,-3,i,-0.1,-0.2,-2,-5
O=C(NC1CCN(C(=O)NC2CCCCC2)CC1)c1cccc(F)c1,-3,2,1,-0.7,-6,i,0.2,0.1,2,-3
CC(=O)Nc1ccc(SCC(=O)NC(=O)c2ccc(Cl)cc2)cc1,2,-1,-1,-1.6,1,i,0.9,-0.5,70*,·
Cc1ccc(-n2nc3c(=O)n(CC(=O)NCc4ccccn4)nc(C)c3c2C)cc1,-2,-3,2,-1.0,-1,i,0.4,-0.1,0,-7

Hits appear at their usual frequency; 3.9% or so of the library scored in one or more.
